Screening results from PubChem BioAssay.
ALOX12 inh: ALOX12 (human) lipoxygenase inhibition. P18054. purified 12hLO, xylenol orange hydroperoxide absorbance. Potency, µM (titrated, usually from 108 µM), inactives show top-dose activity change, negative = inhibition, hits mostly inhibitors. hit rate 1.1% among 580,000; note: % is set by controls: 0 for no effect and ±100 for the full control effect
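Hydroperoxide product was detected by ferrous iron/xylenol orange as the 573 to 405 nm absorbance ratio. Arachidonic acid at 40 uM (final) was turned over for 30 min at room temperature by 150 nM human 12hLO, pH 7.0 Hepes buffer, after 15 min compound preincubation.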
Tb PGK inh: T. brucei PGK inhibition; P07378; PGK/GAPDH coupled, Kinase-Glo luminescence, 60 min; Potency, µM (series often up to 57.5 µM), for the others: top-dose activity change, negative = inhibition, actives largely listed as inhibitors; hit rate 0.043% among 380,000; AID 602233; note: % is set by controls: 0 for no effect and ±100 for the full control effect; nearly all actives have a fitted effect of over 60% in size
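Luminescent ATP detection (Kinase-Glo Plus) follows a 60-minute room-temperature incubation, with wells lacking PGK as controls. Buffer: 100 mM TEA (pH 7.6), 5 mM MgCl2, 0.01% Tween-20. Coupling enzyme GAPDH (100 nM final) supplies unstable 1,3-BPG in-well.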
RGS4 inh: human RGS4 inhibition; Transcreener GDP fluorescence polarization, RGS4-accelerated GTP hydrolysis; hit rate 0.039% among 390,000; Potency, µM (top dose mostly 114 µM), inactives show at the top dose activity change, negative = inhibition, usual class: inhibitors; P49798; note: % is set by controls: 0 for no effect and ±100 for the full control effect; nearly all actives have a fitted effect of over 75% in size; some results filed as inactive show a strong effect at the top dose
Target sequence (P49798 whole entry, looked up): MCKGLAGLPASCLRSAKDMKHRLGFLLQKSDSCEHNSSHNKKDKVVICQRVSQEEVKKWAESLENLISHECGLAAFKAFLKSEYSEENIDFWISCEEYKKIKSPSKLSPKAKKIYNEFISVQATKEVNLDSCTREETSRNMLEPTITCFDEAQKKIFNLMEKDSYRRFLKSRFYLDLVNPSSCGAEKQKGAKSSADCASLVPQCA
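MLSMR compounds (23 nl, pin-transferred) preincubated 10 min at room temperature with a 500nM (2x) first reagent, then RGS4 at 900nM (2x) plus Transcreener GDP mix added; fluorescence polarization (620/688 nm) read before and after 90 min at 30 °C.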
JMJD2A Tudor: inhibitors of human JMJD2A Tudor domain. AlphaScreen JMJD2A-Tudor / H3K4me3 peptide binding. hit rate 4.4% among 390,000. O75164. Potency, µM (highest dose often 114 µM), for inactives: at the highest dose activity change, negative = inhibition, hits mostly inhibitors; note: % is set by controls: 0 for no effect and ±100 for the full control effect; nearly all actives have a fitted effect of over 50% in size
HP1b chromo inh: inhibitors of HP1-beta chromodomain binding to methylated histone tails; AlphaScreen HP1-beta / biotin-H3K9me3 peptide binding; P83916; AID 540317; hit rate 0.56% among 390,000; Potency, µM (doses to about 114 µM), without a hit: at the highest dose activity change, negative = inhibition, usual class: inhibitors; note: nearly all actives have a fitted effect of over 70% in size; inactives centre near 23
Target sequence (P83916 whole entry, looked up): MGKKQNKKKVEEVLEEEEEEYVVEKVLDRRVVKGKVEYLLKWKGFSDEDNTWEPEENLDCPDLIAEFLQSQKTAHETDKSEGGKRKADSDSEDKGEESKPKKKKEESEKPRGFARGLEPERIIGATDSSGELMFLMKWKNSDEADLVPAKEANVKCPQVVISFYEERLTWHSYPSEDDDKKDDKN
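HP1-beta protein (50 nM final) preincubated 30 min at room temperature with biotinylated H3(1-18)K9me3 peptide (50 nM) in PBS pH 7.4, 0.01% Tween-20, then compound added for 30 min. AlphaScreen streptavidin donor/nickel chelate acceptor beads (10 ug/mL final), 30 min dark, luminescence read.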
Pin1 inh: blocks the human prolyl isomerase Pin1 | Pin1 FP peptide displacement, HiFluor488, 10 min | hit rate 0.009% among 390,000 | AID 504891 | Potency, µM (top dose mostly 115 µM), for the others: at the top dose activity, negative = inhibition, usual class: inhibitors; active = well fitted inhibition curve with a large enough effect in the polarisation, with a control signal flat, not every such curve was filed as active; inconclusive = small, poorly fitted or top-dose-only effect, or effect the other way, or a change in a side signal; inactive = no such curve, though single readings can be large or run the other way; the % refers to the polarisation; note: % is set by controls: 0 for no effect and ±100 for the full control effect
Target sequence (Q13526 whole entry, looked up): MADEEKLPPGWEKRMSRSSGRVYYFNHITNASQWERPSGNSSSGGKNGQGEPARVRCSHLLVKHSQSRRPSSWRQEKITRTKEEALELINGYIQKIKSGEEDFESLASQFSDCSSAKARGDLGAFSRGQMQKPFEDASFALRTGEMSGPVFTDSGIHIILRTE
rTrxR1 inhibitor: blocks rat thioredoxin reductase 1. O89049. recombinant rTrxR1, NADPH fluorescence consumption, selenite substrate. Potency, µM (series often up to 114 µM), without a hit: at the top dose activity change, negative = inhibition, actives largely listed as inhibitors. hit rate 1% among 390,000; note: % is set by controls: 0 for no effect and ±100 for the full control effect; nearly all actives have a fitted effect of over 65% in size
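Rat TrxR1 (90 nM in the dispensed reagent) was pre-reduced with 400 uM NADPH for 5 min at room temperature, then incubated with compound for 15 min. After 400 uM selenite was added, NADPH fluorescence (Ex 340/Em 450 nm) was followed for 8 min.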
ERG-DNA inh: inhibitors of human ERG Ets domain-DNA interaction; P11308; fluorescence polarization, His-ERG Ets domain / labelled DNA; Potency, µM (titrated, usually from 76.9 µM), for the others: at the highest dose FP activity, negative = inhibition, actives largely listed as inhibitors; hit rate 0.028% among 370,000; active = well fitted inhibition curve with a large enough effect in the polarisation, with a control signal flat; inconclusive = small, poorly fitted or top-dose-only effect, or effect the other way, or a change in a side signal; inactive = no such curve, though single readings can be large or run the other way; the % refers to the polarisation;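 note: polarization taken with two DNA probes labelled with fluorescein and Texas red; % of control where 0% means no effect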
Target sequence (P11308 whole entry, looked up, the tested form may be a part): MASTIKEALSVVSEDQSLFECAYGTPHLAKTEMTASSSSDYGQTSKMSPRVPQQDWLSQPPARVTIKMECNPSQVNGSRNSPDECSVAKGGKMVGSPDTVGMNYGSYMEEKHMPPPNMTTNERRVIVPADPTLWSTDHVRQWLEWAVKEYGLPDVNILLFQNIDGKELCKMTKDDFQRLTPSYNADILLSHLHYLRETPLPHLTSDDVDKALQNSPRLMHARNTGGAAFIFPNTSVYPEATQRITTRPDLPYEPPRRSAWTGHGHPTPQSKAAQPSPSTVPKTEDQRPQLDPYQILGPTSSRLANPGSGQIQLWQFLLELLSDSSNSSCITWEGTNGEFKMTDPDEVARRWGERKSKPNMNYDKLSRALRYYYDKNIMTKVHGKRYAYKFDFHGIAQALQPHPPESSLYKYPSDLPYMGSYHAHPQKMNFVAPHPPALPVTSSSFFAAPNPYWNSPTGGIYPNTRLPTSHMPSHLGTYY
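His-tagged ERG Ets domain (1 uM in the protein solution; 300mM KCl, 50mM Tris-HCl, 1mM EDTA, 1mM DTT, pH 7.5) received compound, then a probe mix of 5 nM fluorescein-DNA and 100nM Texas-615-DNA. Fluorescence polarization was read for both dyes.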
GLS inhibitor: blocks human kidney-isoform glutaminase activity | O94925 | Potency, µM (doses to about 45.5 µM), for the others: top-dose activity change, negative = inhibition, actives largely listed as inhibitors | hit rate 0.21% among 410,000 | GLS enzymatic activity, qHTS titration; note: % is set by controls: 0 for no effect and ±100 for the full control effect
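Assay buffer: 45 mM KH2PO4 pH 8.2, 0.02% Tween-20. hKGA acts on L-glutamine (1 mM solution added); product glutamate is reported by an oxidase/peroxidase Amplex Red coupling, with fluorescence taken at baseline and 30 min.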
Starred values were filed as active, the others as inactive; i = inactive; ? = inconclusive; · = no result given; & = joins results of further samples; [ ] = dose if it differs, or a comment. Unless noted, calls come from the whole dose curve; as a rule, active = well fitted curve in the direction sought with a large enough effect; inconclusive = small, poorly fitted or top-dose-only effect, or another doubt; inactive = no such curve, though single readings can be large; an effect the other way counts as inactive or inconclusive. Potency is the fitted concentration of half-maximal effect.

Compound	ALOX12 inh	Tb PGK inh	RGS4 inh	JMJD2A Tudor	HP1b chromo inh	Pin1 inh	rTrxR1 inhibitor	ERG-DNA inh	GLS inhibitor
Cc1cccc(N2CCN(C(=O)C3CCN(S(=O)(=O)c4ccc5c(c4)oc(=O)n5C)CC3)CC2)c1C	-3.8%	-2.8%	34.5%	-17.2%	20.0%	-0.7%	7.7%	2.4%	19.5%
O=C(COC(=O)c1n[nH]c2ccccc12)c1cc(F)ccc1F	-2.5%	-2.3%	2.3%	-14.8%	-7.3%	-3.0%	17.9%[57.1 µM]	8.4%	-7.7%
O=[N+]([O-])c1cc(-c2cccnc2)n[nH]1	-11.1%	1.1%	-2.8%	-15.2%	-2.4%	-4.4%	14.3%	2.7%	-8.0%
O=C(Nc1nnc(C2CC2)s1)C1COc2ccccc2O1 (configuration not stated)	159.5%[activator]	0.7%	3.2%	-6.6%	19.2%	3.5%	-7.4%[57.1 µM]	11.8%	5.4%
OCCN(Cc1ccccc1)CC(O)COc1ccc2c(c1)OCO2 (configuration not stated)	22.7%	-10.4%	2.3%	-20.7%	11.1%	1.2%	9.6%	-4.3%	3.4%
CC(C)(C)Cc1nnc(NC(=O)CN2C(=O)c3ccccc3C2=O)s1	?	3.2%	?	-0.7%	?	-0.1%	14.2%	1.6%	-7.8%
O=C(c1ccco1)N1CCN(S(=O)(=O)c2ccc3c(c2)OCCO3)CC1	-22.5%	-0.9%	-9.7%	6.1%	36.8%	-7.5%	-14.5%	1.6%	4.2%
CNC(=O)CN1C(=O)c2cccnc2Sc2ccccc21	1.3%	i	-5.3%	-12.7%	6.5%	8.8%	10.3%[57.1 µM]	-10.0%	6.2%
CCN(CC)c1ccc2cc(-c3nc4ccccc4[nH]3)c(=O)oc2c1	·	-9.2%	-8.6%	4.9%	163.0%[activator]	?	-12.3%	-6.2%	?
CN(C)CCCN(C(=O)c1ccc2ccccc2c1)c1nc2cc3c(cc2s1)OCO3	?	3.1%	-35.3%	?	4.2%	3.5%	-8.5%	1.1%	6.4%
COc1ccc2c(c1)c(N1CCCC1=O)c(C(=O)Nc1ccc(Cl)cc1C)n2C	0.0%	i	-19.5%	-13.4%	32.1%	3.1%	19.9%	1.5%	-0.9%
CCOC(=O)c1nc(-c2ccccc2)oc1N1CCOCC1	-2.1%	i	-10.3%	-16.1%	33.2%	-1.5%	47.6%[activator]	-16.6%	-6.3%

Reformatted with two lines to a compound: part of the list above.
Value order – ALOX12 inh, Tb PGK inh, RGS4 inh, JMJD2A Tudor, HP1b chromo inh, Pin1 inh, rTrxR1 inhibitor, ERG-DNA inh, GLS inhibitor
CC(C)(C)Cc1nnc(NC(=O)CN2C(=O)c3ccccc3C2=O)s1
 : ?, 3.2%, ?, -0.7%, ?, -0.1%, 14.2%, 1.6%, -7.8%
O=C(c1ccco1)N1CCN(S(=O)(=O)c2ccc3c(c2)OCCO3)CC1
 : -22.5%, -0.9%, -9.7%, 6.1%, 36.8%, -7.5%, -14.5%, 1.6%, 4.2%
CNC(=O)CN1C(=O)c2cccnc2Sc2ccccc21
 : 1.3%, i, -5.3%, -12.7%, 6.5%, 8.8%, 10.3%[57.1 µM], -10.0%, 6.2%

Next section.
Compound	ALOX12 inh	Tb PGK inh	RGS4 inh	JMJD2A Tudor	HP1b chromo inh	Pin1 inh	rTrxR1 inhibitor	ERG-DNA inh	GLS inhibitor
CC12CC3(C)CC(C)(C1)CC(C(=O)NCc1cccnc1)(C2)C3	0.0%	i	-41.2%	4.7%[57.1 µM]	41.6%[activator]	-4.3%	6.9%[57.1 µM]	-10.0%	-3.1%
CCOC(=O)c1c(NC(=O)C(C)Sc2cn(CCNC(=O)c3ccccc3OC)c3ccccc23)sc2c1CCC2 (configuration not stated)	-23.9%	10.6%	12.3%	-31.0%	2.6%	15.0%	10.4%[11.4 µM]	0.0%	6.7%
O=P1(c2ccccc2)C=Cn2c1cc1c2CCCC1 (configuration not stated)	2.8%	4.4%[11.5 µM]	16.2%	-11.9%	23.2%	-2.3%	17.0%	·	5.7%
O=C(NCCC1=CCCCC1)c1ccc(F)c(S(=O)(=O)N2CCOCC2)c1	0.0%	-2.7%	-9.5%	4.8%	17.3%	4.9%	8.4%	-10.5%	-3.9%
O=c1oc2ccccc2c2c1ncn2-c1ccccc1	2.8%	-7.4%	-3.5%	-5.8%	11.1%	-3.2%	2.1%	4.2%	-11.4%
CCOC(=O)c1cc(=O)[nH]c2ccccc12	15.6%	-8.8%	-12.2%	-9.6%	26.0%	-1.2%	24.4%[57.1 µM]	12.2%	64.5%[activator]
CCCCc1nc2ccccc2n2c(-c3ccc(OC)cc3)c3c(=O)n(C)c(=O)n(C)c3c12	?	i	-25.7%	10.3%	96.9%[activator]	-0.2%	55.6%[activator]	3.8%	2.1%
CCNc1nc(NCC)nc(N/N=C/c2ccc(O)c(O)c2)n1	-5.5%	0.8%	9.9%	-18.5%	36.7%	-8.3%	1.5%	-7.0%	?
Cc1cc(-n2c(C)cc(C(=O)CSc3ccc4c(c3)OCCO4)c2C)no1	-1.7%	-0.6%	-21.7%	-13.7%	8.7%	36.5%[activator]	1.8%[57.1 µM]	0.8%	11.1%
Cc1cnc(C(=O)OCC(=O)NC(C)CCc2ccccc2)cn1 (configuration not stated)	1.5%	2.1%	21.8%	-11.9%	33.8%	1.7%	-5.4%	-5.2%	1.9%
CC(=O)Oc1ccc(-n2c(=O)c3ccccc3c3ccccc3c2=O)cc1	1.2%	7.5%	17.8%	-10.6%	-0.5%	3.7%	3.1%	-4.5%	6.1%
Cc1ccccc1-c1ccnc2c(-c3ccc(F)cc3)c(C)nn12	-0.5%	1.5%	3.8%	111.9%[activator]	118.8%[activator]	-3.9%	7.6%	0.1%	7.6%
C=C(C)COc1ccc(-c2nc(N)nc(C)c2Oc2ccccc2OC)c(O)c1	0.0%	2.7%	-14.9%[11.4 µM]	-22.6%[11.4 µM]	47.6%	9.2%	-3.2%[57.1 µM]	5.7%	-6.5%
COCCCC1CCN(C(=O)c2cc(COc3ccc(C)nc3)on2)CC1	3.4%	i	-24.7%	-7.6%	25.0%	0.2%	-0.1%	4.7%	1.5%
COc1ccc2nc(N(Cc3cccnc3)C(C)=O)sc2c1	7.0%	-6.2%	28.9%	-13.0%	-2.3%	-14.5%	12.0%[57.1 µM]	-1.1%	-6.1%
CCOc1ccc(CNC(=O)c2ccc(Sc3ccc(Cl)cc3)c(NC(C)=O)c2)cc1OC	?	-8.8%&-9.8%	-3.6%&3.5%	-15.0%&-17.0%	8.7%&-0.2%	?	-0.9%[57.1 µM]	-1.7%&4.5%	-6.1%&7.6%
COc1cc(N)c(Cl)cc1C(=O)OCC(=O)N(C)C1CCCCC1	-0.3%	-3.1%	6.9%	0.7%	30.5%	-5.8%	20.6%	7.4%	0.2%
CN(Cc1ccccc1)S(=O)(=O)c1ccc(Cl)nc1	-10.6%	-6.1%	-3.2%	8.8%	67.2%[activator]	-3.0%	-3.8%	-2.6%	10.2%
CCCNC(=O)Cn1c(=O)n(CC2CCC(C(=O)NC)CC2)c(=O)c2sccc21 (configuration not stated)	0.5%	-18.5%	-6.7%	-16.0%	-2.8%	-7.2%	31.4%[57.1 µM]	-2.6%	1.9%
FC(F)C(F)(F)c1cc(-c2ccccc2)n[nH]1	-6.8%&50.1%	i	-19.9%	-11.8%	19.2%	-4.0%	17.4%	-0.4%	-2.6%
COCCc1nc2ccc(C(=O)N3CCCCC3COC)cc2o1 (configuration not stated)	-2.1%	1.3%	14.7%	-5.1%	22.4%	1.8%	-0.2%	-1.7%	1.4%
COc1cc(O)c(CCC(=O)c2ccc(OC)c(OC)c2)c(OC)c1	19.6%	-2.0%	-23.1%	-2.4%	28.4%	3.2%	11.0%	-2.9%	0.6%
O=C(NNC1=NC2(CCCC2)Cc2ccccc21)c1ccncc1	6.9%	i	2.0%	-10.5%	-2.6%	0.1%	28.5%[57.1 µM]	13.6%	-7.4%
Cc1ccc(CNC(=O)C2CC(c3cccc([N+](=O)[O-])c3)=NO2)cc1 (configuration not stated)	11.0%	-9.3%	-2.3%	-26.2%	26.9%	-1.6%	6.8%	-16.3%	-0.3%
CCCCN(Cc1ccccc1)C(=O)c1oc(=O)c2ccccc2c1-c1ccc(C)cc1	0.0%	3.1%	-14.2%	-13.0%	29.5%	-1.9%	17.6%	-12.0%	-11.7%
Cc1cc(C)nc(NS(=O)(=O)c2ccc(NC(=O)c3cc(-c4ccccc4)nc4ccccc34)cc2)n1	-0.3%	-7.1%	-7.1%	-28.6%	9.7%	31.2%[activator]	-2.6%[57.1 µM]	-3.0%	-18.9%
Cn1c(SCC(=O)Nc2ccccc2)nnc1-c1ccc2nonc2c1	0.0%	-7.0%	3.4%	-4.9%	25.1%	6.5%	6.2%	-2.7%	-8.2%
CC(=O)c1ccc(N2C(=O)C3C4C=CC(CC4)C3C2=O)cc1 (configuration not stated)	0.0%	i	4.7%	-1.4%	32.5%	-11.2%	20.2%	8.1%	2.5%

This is a subset, so the mix of outcomes need not match the whole.
